Screening results: PubChem, several laboratories
CHT block: inhibits the human high affinity choline transporter | Q9GZV3 | CHT-expressing cells, membrane potential dye, choline response; stronger effect = lower value | B-score at 10 µM | 0.86% of 310,000 active;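 active = B-score over 3 SD under the library average, and starting fluorescence ratio not unusually high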;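 also: choline stimulus applied at its EC90 after an EC20 pre-addition; B-score computed on integrated fluorescence ratio after choline addition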
Target sequence (Q9GZV3 whole entry, looked up): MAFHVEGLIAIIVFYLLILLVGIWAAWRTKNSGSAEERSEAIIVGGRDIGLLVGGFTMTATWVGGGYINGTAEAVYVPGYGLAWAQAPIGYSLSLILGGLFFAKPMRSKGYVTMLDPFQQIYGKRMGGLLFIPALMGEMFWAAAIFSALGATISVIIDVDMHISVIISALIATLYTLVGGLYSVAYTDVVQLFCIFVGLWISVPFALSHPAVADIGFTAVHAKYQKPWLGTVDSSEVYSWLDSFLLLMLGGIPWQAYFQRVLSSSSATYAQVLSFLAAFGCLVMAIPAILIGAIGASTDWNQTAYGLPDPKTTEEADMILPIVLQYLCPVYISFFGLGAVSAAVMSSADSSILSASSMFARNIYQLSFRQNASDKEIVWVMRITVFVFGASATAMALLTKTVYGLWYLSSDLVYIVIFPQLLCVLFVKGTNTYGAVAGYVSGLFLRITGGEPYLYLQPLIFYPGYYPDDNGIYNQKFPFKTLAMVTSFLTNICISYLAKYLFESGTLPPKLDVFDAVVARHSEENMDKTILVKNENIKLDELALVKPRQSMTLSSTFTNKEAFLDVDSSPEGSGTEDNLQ
STK33 inh: inhibitors of human STK33 kinase; Q9BYT3; purified STK33, MBP phosphorylation, ADP-Glo luminescence; inhibition, % at 10 µM; 0.073% of 320,000 active;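 active = inhibition at or above 25%, using the most active replicate where run in duplicate; inactive = inhibition below 25%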
Target sequence (Q9BYT3 whole entry, looked up): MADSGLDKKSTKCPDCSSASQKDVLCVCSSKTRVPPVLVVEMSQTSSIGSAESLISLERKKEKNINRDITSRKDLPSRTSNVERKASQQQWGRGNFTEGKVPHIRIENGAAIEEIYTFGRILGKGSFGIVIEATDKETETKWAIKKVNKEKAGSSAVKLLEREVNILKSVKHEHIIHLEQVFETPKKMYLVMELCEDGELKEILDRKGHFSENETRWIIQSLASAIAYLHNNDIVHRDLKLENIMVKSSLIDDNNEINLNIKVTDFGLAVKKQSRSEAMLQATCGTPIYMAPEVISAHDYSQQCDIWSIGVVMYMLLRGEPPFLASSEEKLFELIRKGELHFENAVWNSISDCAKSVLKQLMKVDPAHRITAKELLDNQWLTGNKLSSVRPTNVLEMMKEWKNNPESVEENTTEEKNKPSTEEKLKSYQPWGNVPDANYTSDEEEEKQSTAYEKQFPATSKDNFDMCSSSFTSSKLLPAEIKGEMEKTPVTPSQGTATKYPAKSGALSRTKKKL
CHT PAM: allosteric activators of human choline transporter CHT; B-score at 10 µM; 0.49% of 310,000 active; CHT-expressing cells, membrane potential dye, choline EC20; stronger effect = higher value; LV-AA mutant CHT in HEK293 cells; Q9GZV3; AID 488977;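 active = initial fluorescence not abnormally high and integrated response B-score, plate-corrected, over 3 SD above library mean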
Active calls of the source: *; i = inactive; . = no result given; & = joins results of further samples. Rows are unselected; any-hit rate near 1.5%.

SMILES	CHT block	STK33 inh	CHT PAM
O=c1ccc2cc(S(=O)(=O)N3CCN(c4ccccc4F)CC3)ccc2o1	i	1.8	i
COc1ccc(/C=N\NS(=O)(=O)c2ccc(Br)cc2)cc1COc1ccccc1[N+](=O)[O-]	i	-0.6	i
COc1ccc(CN2CCC(C)CC2)cc1OCc1ccccc1	i	-1.0	i
COc1ccc(C)cc1NC(=O)c1sc2nc(C)nc(N3CCOCC3)c2c1C	i	-1.3	i
COC(=O)CCCC1=CC2=CC(=O)C(C)(OC(=O)c3cccs3)C(=O)C2=CN1c1ccccc1 (stereo not given)	i	-3.5	i
O=C(NCc1ccccn1)c1ccc(Cl)c(S(=O)(=O)N2CCOCC2)c1	i	-0.9	i
Cc1nc2cc(NC(=O)Nc3ccccc3Cl)ccc2n1C	i	1.6	i
CN(C)c1ccnc2sc(C(=O)c3ccc(Br)cc3)c(N)c12	i	-0.3	i
CC(C(=O)NC1CCCC1)N(C(=O)c1snc(C(N)=O)c1N)c1ccc2c(c1)OCCO2 (stereo not given)	i	0.4	i
N#C/C(=C\c1ccc(F)cc1)C(=O)NC1CCS(=O)(=O)C1 (stereo not given)	i	-1.2	i
O=C(Cn1ccc(C(F)(F)F)n1)N/N=C/c1ccc(N2CCOCC2)cc1	i	-1.2	i
Cn1cc(CN2CCCC(CNS(=O)(=O)c3cccc4cccnc34)C2)cn1 (stereo not given)	i	-0.5	i
Cn1ncc(C#N)c1NC(=O)C1CC(c2ccc(Cl)cc2)=NO1 (stereo not given)	i	1.2	i
COc1ccc(C(=O)NNC(=O)c2cc3ccccc3cc2O)cc1	i	-2.3	i
CC1(CCC(=O)N2CCCC(N3CCN(c4cccc(C(F)(F)F)c4)CC3)C2)CC1 (stereo not given)	i	-3.1	i

The list goes on, starting with the last six of the part before.
SMILES	CHT block	STK33 inh	CHT PAM
N#C/C(=C\c1ccc(F)cc1)C(=O)NC1CCS(=O)(=O)C1 (stereo not given)	i	-1.2	i
O=C(Cn1ccc(C(F)(F)F)n1)N/N=C/c1ccc(N2CCOCC2)cc1	i	-1.2	i
Cn1cc(CN2CCCC(CNS(=O)(=O)c3cccc4cccnc34)C2)cn1 (stereo not given)	i	-0.5	i
Cn1ncc(C#N)c1NC(=O)C1CC(c2ccc(Cl)cc2)=NO1 (stereo not given)	i	1.2	i
COc1ccc(C(=O)NNC(=O)c2cc3ccccc3cc2O)cc1	i	-2.3	i
CC1(CCC(=O)N2CCCC(N3CCN(c4cccc(C(F)(F)F)c4)CC3)C2)CC1 (stereo not given)	i	-3.1	i
CCOC(=O)C(CC)Sc1nnc2c3cc(C)ccc3n(C)c2n1 (stereo not given)	i	2.1	i
CCO[C@@H]1OC(C(=O)NC2CC2)=C[C@H](c2csc3ccccc23)[C@H]1CCCO	i	-0.5	i
CC1(C)Cc2ccccc2-c2nnc(-c3ccco3)n21	i	-0.7	i
CC1CCN(C(=O)CC#N)CC1	i	-0.7	i
Cc1cc(NC(=O)CCCSc2nc(-c3ccco3)cc(C(F)(F)F)n2)no1	i	-1.5	i
Cn1cccc1Cc1nnc(SCC(=O)Nc2ccc3c(c2)OCCO3)n1-c1ccc(F)cc1	i	-0.5	i
COc1ccc(NC(=O)c2cc(=O)[nH]c(=O)[nH]2)cc1S(=O)(=O)Nc1ccccc1Cl	i	0.0	i
O=C(N/N=C/c1ccccc1[N+](=O)[O-])c1ccc2nc[nH]c2c1	i	0.8	i
CCOc1ccc(OCCC(=O)OCC(=O)NC(C)c2ccccc2)cc1 (stereo not given)	i	-0.6	i
CC(Oc1ccccc1)C(=O)N1CCN=C1SCc1cccc(F)c1 (stereo not given)	i	-0.4	i
O=C(CN1C(=O)c2ccc(Br)cc2C1=O)NCC1CCCO1 (stereo not given)	i	7.4	i
O=C(NCCS(=O)(=O)N1CCN(c2ccccc2F)CC1)c1ccc(Cl)cc1	i	-0.6	i
O=c1c2c3c(sc2nc2n1CCCCC2)CCCCC3	i	-0.8	i
CCCCc1nnc(NC(=O)CN2C(=O)NC3(CCCCC3)C2=O)s1	i	-0.7	i
CC1CCCCN1S(=O)(=O)c1ccc(N(C(=O)c2cnccn2)C(C(=O)NC2CCCC2)c2cccs2)cc1 (stereo not given)	i	-2.0	i
CCn1c(SCC(=O)N/N=C/C=C\c2ccco2)nc2ccccc21	i	0.8	i
O=C(COC(=O)C1CC(=O)N(Cc2ccccc2)C1)c1ccc(Br)cc1 (stereo not given)	i	-1.8	i
CC1CC(C)CN(C(=O)CSCC(=O)Nc2nc(-c3cccs3)cs2)C1 (stereo not given)	i	-1.3	i
CN(C)c1ccc(C(=O)C(=O)c2ccccc2)cc1	i	-0.9	i
CC(=O)c1ccc(OC(C)C)c(CC(C(N)=O)C(N)=O)c1	i	-0.1	i
O=C(O)c1ccccc1C(=O)c1ccc2c(c1)N(Cc1ccc(Cl)c(Cl)c1)C(=O)CO2	i	-0.9	i
CCN1CCN(CC(=O)Nc2ccc(C(C)=O)cc2)CC1	i	-0.1	i
O=[N+]([O-])c1ccc(Sc2n[nH]c(-c3ccc(Cl)cc3Cl)n2)nc1	i	-0.4	i
Cc1csc(SCC(=O)NC(=O)NCc2ccccc2)n1	i	-1.5	i
NC(=S)N/N=C/c1ccc(Br)o1	i	-1.0	i
CN(C)S(=O)(=O)NCc1ccc2c(c1)OCO2	i	-3.7	i
O=C(CSc1nnc(NC(=O)c2c(F)cccc2F)s1)Nc1ccccc1F	i	-0.3	i
Cc1ccc(N/C=C/C(=O)c2sc(-c3ccccc3)nc2C)cc1	i	0.0	i
O=C(CN1C2=NCCN2c2ccccc21)c1ccc(Br)cc1	i	-1.5	i
COc1ccc(C2CC(c3cccc(OC)c3OC)n3nnnc3N2)cc1 (stereo not given)	i	-1.7	i
O=C(COc1ccc(Cl)cc1)c1ccc(O)cc1O	i	-0.6	i
COC(=O)C1(S(=O)(=O)c2ccc(C)cc2)CCOCC1	i	-0.6	i
CC(=O)c1cc2c(cc1NC(=O)CCNC(=O)c1ccccc1Cl)OCO2	-5.6*	0.1	i
C=C(C)c1cccc(C(C)(C)NC(=O)N2CCC(C(N)=O)CC2)c1	i	-2.2	i
CSCCC(NC(=O)c1ccccc1)C(=O)OCC(=O)N(C)CCC#N (stereo not given)	i	-2.4	i
CN(Cc1nccn1C)C(=O)c1cc(COc2cccc(C(F)(F)F)c2)on1	i	-2.3	i
Cc1nonc1OCCCNc1ccc([N+](=O)[O-])cc1Cl	i	-1.2	i
O=C(NCCC1CCCCN1S(=O)(=O)c1ccc(F)cc1)C(=O)NCc1ccccn1 (stereo not given)	i	-1.9	i
CCc1nnc(NC(=O)CC(=O)Nc2ccccc2C(=O)O)s1	i	-0.5	i
CCCC(CCC)C(=O)O	i	-1.8&-1.2	i
CN(C)c1cccc2c(/C=N/O)ccc(N(C)C)c12	i	1.0	i
CCCN(CC(=O)Nc1ccccc1C)C(=O)COc1c(Cl)cccc1Cl	i	-0.2	i
Cc1cc(C)c(S(=O)(=O)Nc2ccnc(-c3cccnc3)n2)c(C)c1	i	0.2	i
Cc1cc(C(=O)NNC(=S)NCc2ccco2)nn1C	i	-1.0	i
O=C(COC(=O)c1cc[n+]([O-])cc1)Nc1ccc(SC(F)F)cc1	i	-0.6	i
O=C(Nc1ccccc1)c1cc([N+](=O)[O-])ccc1NCc1cccnc1	i	-0.7	i
O=C(CSc1nnc(CNc2ccc(F)cc2)o1)N1CCCc2ccccc21	i	0.0	i
Cc1ccc(CNc2nc(N)c([N+](=O)[O-])c(Nc3cccc(F)c3)n2)cc1	i	0.0	i
COc1cc(NC(=O)COc2cc(C)cc3oc(=O)c(C)c(C)c23)cc(OC)c1OC	i	0.8	i
Cc1ccc(NC(=O)c2ccc(NCCCN3CCC(C)CC3)c([N+](=O)[O-])c2)c(C)c1	i	-0.6	i
N#C/C(=N\Nc1c(Cl)cccc1Cl)C(=O)NN	i	14	12*
Nc1nc(SCc2nc3scc(-c4ccccc4)c3c(=O)[nH]2)n[nH]1	i	0.6	i
O=C(/C=C/c1ccco1)N(Cc1ccccc1)C1CCS(=O)(=O)C1 (stereo not given)	i	-0.2	i
CCCc1c(C)nc2ccccc2c1SCCC#N	i	1.7	i
O=[n+]1c2c(n([O-])c3c1CCC3)CCCC2	i	0.7	i
S=C1NC(c2cccs2)=CC(c2ccc(Br)cc2)N1 (stereo not given)	i	-0.6	i
Cc1cc(=O)n2[nH]c(C)cc2n1	i	-0.3	i
NC(=O)CSc1nnc(-c2ccc(S(=O)(=O)N3CCOCC3)cc2)n1Cc1ccccc1	i	0.0	i
Cc1ccccc1OCC(O)CN1CCN(C)CC1 (stereo not given)	i	-0.2	i
CCc1nc(SCC(=O)Nc2nnc(CC)s2)c2c(C)c(C)sc2n1	i	-1.4	i

An excerpt from above, reduced to CHT block and STK33 inh:
structure	CHT block	STK33 inh
O=C(/C=C/c1ccco1)N(Cc1ccccc1)C1CCS(=O)(=O)C1 (stereo not given)	i	-0.2
CCCc1c(C)nc2ccccc2c1SCCC#N	i	1.7
O=[n+]1c2c(n([O-])c3c1CCC3)CCCC2	i	0.7
S=C1NC(c2cccs2)=CC(c2ccc(Br)cc2)N1 (stereo not given)	i	-0.6
Cc1cc(=O)n2[nH]c(C)cc2n1	i	-0.3

Next section.
SMILES	CHT block	STK33 inh	CHT PAM
CC(C)(C)n1nc2c(c1NC(=O)c1ccc(S(=O)(=O)N3CCCC3)cc1)CS(=O)C2 (stereo not given)	i	-1.3	i
CC(=O)Cn1nnc2sc(-c3ccccc3)cc2c1=O	i	-0.8	i
O=[N+]([O-])c1ccccc1OCCN1CCOCC1	i	-1.3	i
COc1ccc(C2=NN(C(=O)CSc3nc(=O)n4ccc(C)cc4n3)C(c3ccc(C)cc3)C2)cc1 (stereo not given)	i	.	i
O=C(COc1ccc2c3c(c(=O)oc2c1)CCCC3)NCC(O)c1ccccc1 (stereo not given)	i	-0.1	i
Cc1nc2c(C)cccn2c(=O)c1NC(=O)c1ccc(Br)o1	i	-2.3	i
Cc1ccc(-c2nc(C=Nc3cccc(C)c3)c(O)o2)cc1	i	-0.8	i
CCN1CCN(c2ccc(S(=O)(=O)N3CCOCC3)cc2NC(=O)CCC(C)C)CC1	i	-0.1	i
NS(=O)(=O)c1ccc(-n2nncc2C23CC4CC(CC(C4)C2)C3)cc1	i	1.2	i
O=C(CN1CCN(C(=O)N2CCCCC2)CC1)Nc1ccc(F)cc1	i	-1.4	i
CCOC(=O)c1ccc(-c2ccc(C=O)o2)cc1	i	-0.6	i
CCCCN(C(=O)c1ccc(Cl)cc1)C1CC2CCC(C1)N2C (stereo not given)	i	0.8	i
CN(C1CCCCC1)S(=O)(=O)c1cccc2nsnc12	i	-2.8	i
NC(=O)CC(c1ccccc1)c1ccco1 (stereo not given)	i	-4.3	i
O=C(Cn1c(=O)n(Cc2ccccc2)c(=O)c2cc(Cl)ccc21)NCC1CCCO1 (stereo not given)	i	-0.2	i
O=C(c1cnc2n(c1=O)CCS2)N(c1ccccc1)C1CCCCC1	i	-2.7	i
COc1ccc2cc(C3CC(c4cccs4)=NN3C(C)=O)c(Cl)nc2c1 (stereo not given)	i	-1.5	i
O/N=C\c1ccc2noc(-c3ccc(Cl)cc3)c2c1	i	-1.2	i
CCS(=O)(=O)c1ccc(-c2cccc(NC(=O)c3ccc(Br)o3)c2)nn1	i	-0.9	i
CC1(C)C(C=C(Cl)Cl)C1C(=O)NC(O)C(=O)c1ccccc1 (stereo not given)	i	-0.3	i
C(=C\c1ccccc1)/CN1CCN(c2ncnc3c2oc2ccccc23)CC1	i	-2.2	i
CCCn1c(N)c(N(CCOC)C(=O)c2cccc(F)c2)c(=O)[nH]c1=O	i	-3.6	i
O=C(NCCOC(=O)c1c(F)cccc1Cl)c1c(F)cccc1Cl	i	-1.3	i
Cc1cc(C)c2nc(N(CCN(C)C)C(=O)c3ccc(S(=O)(=O)N(C)CC4CCCO4)cc3)sc2c1 (stereo not given)	i	0.0	i
CN(Cc1ccc(F)cc1)Cc1nc(CCc2ccccc2)no1	i	-0.4	i
Cc1cc(S(=O)(=O)N2CCCCC2CCNC(=O)C(=O)NC2CC2)ccc1F (stereo not given)	i	-1.5	i
CCCC(=O)Nc1sc2c(c1C(=O)OCC)CC(C)(C)OC2	i	-1.1	i
CSc1nnc(C)c(=O)n1COC(=O)c1cc(Cl)ccc1[N+](=O)[O-]	i	-1.2	i
N#C/C(=N\Nc1ccccc1[N+](=O)[O-])C(=N)N1CCCCC1	i	-2.5	i
Cc1ccc(Cn2ccnc2SCC(=O)NC2CCCC2)cc1	i	0.6	i

3 entries from above, with values under each structure.
Every second line gives: CHT block	STK33 inh	CHT PAM
- Cc1cc(=O)n2[nH]c(C)cc2n1
  i	-0.3	i
- COc1ccc(C2=NN(C(=O)CSc3nc(=O)n4ccc(C)cc4n3)C(c3ccc(C)cc3)C2)cc1 (stereo not given)
  i	.	i
- CCOC(=O)c1ccc(-c2ccc(C=O)o2)cc1
  i	-0.6	i

Continuation:
SMILES	CHT block	STK33 inh	CHT PAM
C=CCN(Cc1ccc(OC)c(OC)c1)C(=O)c1cc2cc(F)ccc2[nH]1	i	0.3	i
CN1C(C(=O)NCc2ccc(OC(F)(F)F)cc2)CC2Cn3c(nc4cc(Cl)c(Cl)cc43)C21 (stereo not given)	i	0.3	i
O=C(/C=C/c1cccs1)Nc1ccc(N2CCOCC2)c(S(=O)(=O)Nc2ccccc2Cl)c1	i	-0.3	i
Clc1ncccc1-c1nnn(-c2ccccc2)n1	i	1.4	i
CC(=O)SC(C[N+](=O)[O-])c1cn(C(C)=O)c2ccccc12 (stereo not given)	-5.5*	2.4	i
CCC(=O)Nc1ccc2c(c1)nc1n2CCN(CCOC)C1	i	-1.2	i
CCc1ccccc1N(CC(=O)NC(C)C)C(=O)CCC(=O)Nc1nccs1	i	-1.2	i
COc1ccc(C(=O)Oc2cc(C)[nH]c(=O)c2[N+](=O)[O-])c(OC)c1	i	-2.0	i
CCCOc1cccc(CN2CCCCC2c2cccnc2)c1 (stereo not given)	i	2.1	i
